Assay outcomes (PubChem)
Yeast growth inh – reduces growth of yeast BB579 in restrictive medium. 140,000 compounds, 0.51% hits. S. cerevisiae BB579 growth, OD615, 48 h. AID 804. inhibition, % at 10 µM;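 active = inhibition above a set limit, 3 SD over the mean compound inhibition, cut at about 44% in these data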; also: inactives centre near -24
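System: DeaD yeast strain BB579; buffer or medium: CSMM-D dextrose restrictive medium; technique: OD at 615 nm; schedule: 4 h cell preincubation, 48 h compound exposure, 30 °C humidified; doses: single 10 µM dose; controls: amphotericin B 10 µg/mL, positive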
GALR2 antag – blocks the human galanin receptor 2; O43603; GALR2-expressing cells, antagonist mode; inhibition, % at 4 µM; 140,000 compounds, 0.39% hits; in the data active = inhibition above about 27%;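 also: cells stimulated with galanin 1-16 at roughly its EC80; 0% = agonist challenge control and 100% = basal control without agonist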
Target sequence (O43603 whole entry, looked up): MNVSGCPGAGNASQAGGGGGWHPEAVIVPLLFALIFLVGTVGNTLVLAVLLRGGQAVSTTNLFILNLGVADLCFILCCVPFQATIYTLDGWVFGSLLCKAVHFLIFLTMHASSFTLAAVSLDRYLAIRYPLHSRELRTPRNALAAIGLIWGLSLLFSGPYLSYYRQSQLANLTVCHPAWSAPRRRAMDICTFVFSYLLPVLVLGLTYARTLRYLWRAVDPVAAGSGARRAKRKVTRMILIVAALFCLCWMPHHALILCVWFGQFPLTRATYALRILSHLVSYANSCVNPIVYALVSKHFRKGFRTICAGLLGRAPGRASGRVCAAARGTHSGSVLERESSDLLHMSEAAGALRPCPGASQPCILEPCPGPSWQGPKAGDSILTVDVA
HCT116 bCat-KO – beta-catenin-lacking colon tumor cell growth suppression; AID 818; viability, % at 10 µM; 140,000 compounds, 1.5% hits; HCT116 beta-catenin knockout viability, CellTiter-Glo, 60 h; hits give low values;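 active = viability at or under a set limit, the compound median less 4 SD, cut at about 6% in these data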;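 also: 0% = Hyamine 1622 control at 20 µM and 100% = untreated cell control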
Phagocytosis inh – blocks phagocytosis by macrophages. J774A.1 macrophage IgG-bead phagocytosis, imaging. inhibition, % at 5 µM. 110,000 compounds, 0.07% hits;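 active = inhibition above the mean of the plate negative controls plus 5 SD, cut at about 13% in these data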;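 also: phagocytic index as fraction of beads internalized from green versus red external bead signal; plate controls were DMSO negative control for no effect and cytochalasin-D positive control for full effect; some results beyond the cut were filed as inactive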
Measles CPE – protection of cells from measles virus; Measles virus-infected cells, CPE protection, absorbance; protection (pct of control), % at 4 µM; AID 841; 140,000 compounds, 1.5% hits; in the data active = protection mostly above about 24%, no sharp cut-off; inactive = mostly below about 26%; also: some compounds called inactive have numbers as strong as hits
Yeast life ext – extends the lifespan of yeast. 130,000 compounds, 0.68% hits. S. cerevisiae growth with nicotinamide, OD615; deaD strain in restrictive glucose medium. AID 775. inhibition of the nicotinamide effect, % at 10 µM;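 active = inhibition above a set limit, placed 3 SD over the median of all compounds, cut at about 26% in these data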;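 also: 0% = nicotinamide-treated wells and 100% = cells grown without nicotinamide; some compounds called inactive have numbers as strong as hits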
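Measured by: optical density (absorbance) at 615 nm; System: modified budding yeast, DeaD strain; Medium: restrictive CSMM-D dextrose medium; Timing: 4 h preincubation then 48 h treatment at 30 °C.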
MRP1 act – MRP-1 activation; H69AR cells + doxorubicin, viability rescue, CellTiter-Glo; viability increase, % at 10 µM; 140,000 compounds, 0.61% hits;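 active = viability gain under doxorubicin at or above a set limit, the compound median plus 3 SD, cut at about 4.7% in these data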;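 also: MRP-1 overexpressing cells given doxorubicin 25 µM after compound pretreatment; 18-22 h compound pretreatment then 72 h with doxorubicin before readout; 0% = doxorubicin-only wells and 100% = vehicle-treated cells without doxorubicin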
PTEN del growth – suppresses growth of cells with PTEN deletion | HCT116 PTEN-null viability, CellTiter-Glo, 60 h; hits give low values | 140,000 compounds, 1.2% hits | viability, % at 10 µM;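 active = viability at or below a set limit, 4 SD under the median of all tested compounds, cut at about 3.7% in these data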;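 also: PTEN knockout HCT116 line with beta catenin targeted HCT116 as companion control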
E-sel TNF inh – blocks E-selectin expression induced by TNF alpha; HUVEC TNFa-induced E-selectin immunofluorescence, high content; inhibition, % at 2 µM; 120,000 compounds, 0.71% hits; AID 1246;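 active = inhibition above the batch mean plus 3 SD, and confirmed as a hit on visual image review, cut at about 43% in these data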;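 also: 0% = TNF-stimulated DMSO wells and 100% = unstimulated control wells; not every result past the cut was called active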
NPY-Y2 antag – antagonists of human neuropeptide Y receptor Y2; inhibition, % at 2.7 µM; 140,000 compounds, 0.99% hits; AID 793; NPY-Y2 expressing cells, antagonist mode; P49146; in the data active = inhibition above about 17%;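 also: 0% = vehicle with agonist challenge and 100% = reference antagonist with challenge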
Target sequence (P49146 whole entry, looked up): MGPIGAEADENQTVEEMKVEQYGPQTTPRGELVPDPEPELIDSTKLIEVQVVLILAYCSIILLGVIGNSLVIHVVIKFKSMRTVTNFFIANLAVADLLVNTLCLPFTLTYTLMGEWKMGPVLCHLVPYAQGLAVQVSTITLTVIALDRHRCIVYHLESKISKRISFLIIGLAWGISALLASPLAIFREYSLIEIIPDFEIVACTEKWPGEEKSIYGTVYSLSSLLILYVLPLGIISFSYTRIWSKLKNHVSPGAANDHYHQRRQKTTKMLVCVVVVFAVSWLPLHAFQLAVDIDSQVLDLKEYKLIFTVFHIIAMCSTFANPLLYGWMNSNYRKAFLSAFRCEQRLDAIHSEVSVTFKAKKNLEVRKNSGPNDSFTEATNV
Numbers without * were called inactive; · = not tested or not shown.

Every second line gives: Yeast growth inh, GALR2 antag, HCT116 bCat-KO, Phagocytosis inh, Measles CPE, Yeast life ext, MRP1 act, PTEN del growth, E-sel TNF inh, NPY-Y2 antag
CCOC(=O)c1c(NC(=O)c2ccoc2C)sc(C(=O)N(C)C)c1C
    -29, -14, 98, 1, 2, -4, -2.4, 98, 11, 2
CN(C)/C=N/C(=S)Nc1ccc(F)cc1
    -50, -4, 96, 1, 33, -3, -0.4, 108, 5, 1
CC(C)(C)C(=O)Oc1cc(N)n(S(=O)(=O)c2ccccc2)n1
    -69, 9, 101, -1, 13, 30, -1.1, 98, ·, 3
COc1ccc(CCNC(=O)c2nnn(CC(=O)Nc3ccccc3C)c2N)cc1OC
    -19, -9, 90, ·, 8, -8, -1.5, 93, ·, -1
COc1cc(C(=O)O/N=C2/C=CC(=O)C(C)=C2C)cc(OC)c1OC
    -12, 4, 18, 0, 4, 6, -4.5, 2.5*, ·, 0
Cc1cc(C(=O)N[C@H](c2ccccc2)[C@@]2(C)C[C@@H]2[C@@H](C)C(=O)Nc2ccc3ccccc3c2)n(C)n1
    -54, 10, 21, ·, 5, -1, -4.4, 14, ·, 2
O=C(CSc1ccc(Cl)cc1)Nc1ccccc1N1CCN(C(=O)c2ccc(Cl)cc2)CC1
    -37, -13, 45, -14, 5, 5, -3.8, 49, 2, 1
CCOC(=O)c1c(-c2ccccc2)oc2ccc(OCC)cc12
    -53, 4, 86, -3, 18, -3, -0.8, 85, -17, 3
COc1ccc(C(=O)C[n+]2ccc3c(c2)nc(-c2ccc(OC)cc2OC)n3C)cc1
    -7, 12, 18, ·, 3, -18, -1.5, 62, -33, 2
c1ccc(CNc2c3c(nc4ncnn24)CCCC3)nc1
    -34, -7, 96, -1, 1, 8, -1.4, 105, -9, 1
COc1ccc(N(CC(=O)Nc2cc(C)on2)S(=O)(=O)c2cc(C)ccc2C)cc1
    -13, -1, 84, 0, 5, -6, -3.9, 77, ·, 4
CCOc1ccc2nc(Cl)c(C3CC(c4ccccc4)=NN3C(=O)c3cccs3)cc2c1 (configuration not stated)
    -81, -11, 1.7*, 6, 1, 4, -3.8, 1.2*, ·, 2
O=C1NC(=O)C(CC(=O)N(c2ccccc2)C2(C(=O)NC3CCCC3)CCCCC2)N1 (configuration not stated)
    -3, -14, 95, -6, 7, -2, -1.9, 97, -7, 3
O=C(C#Cc1ccccc1)c1ccc([N+](=O)[O-])cc1
    35, 13, 7, -1, 15, 20, -2.5, 4, 13, 3
CC1(C)CC(=O)C2=C(C1)OC(N)=C(C#N)C2C#Cc1ccccc1 (configuration not stated)
    -15, 5, 20, -1, 26, 1, -5.7, 18, ·, 4
COc1ccc(-c2c(NC(=O)c3ccco3)n(C)c3ccccc3c2=O)cc1
    4, -5, 93, 1, 6, -6, 0.1, 99, -20, 1
O=S(=O)(c1ccc2oc3ccc(S(=O)(=O)N4CCCCC4)cc3c2c1)N1CCCCC1
    -23, -8, 85, -1, 6, -2, -2.6, 91, 18, 0
CCCCn1c(=NC(=O)c2ccc3c(c2)OCO3)c(C#N)cc2c(=O)n3cccc(C)c3nc21
    -43, -10, 52, -1, 10, 14, -2.3, 43, -1, 2
C=CC[C@@H]1C=C[C@H](O/N=C/[C@@H](NS(=O)(=O)c2ccc(C)cc2)[C@H](C)/C=C/CC(=O)OC)[C@@H](CO)O1
    -29, 8, 95, ·, 3, -3, -3.1, 88, ·, 1
Cc1nn(Cc2ccc(Cl)cc2)c(C)c1NC(=O)/C=C/c1cnn(C)c1
    -6, 14, 93, -2, 5, 0, -0.9, 91, -2, 2

Every second line gives: Yeast growth inh, GALR2 antag, HCT116 bCat-KO, Phagocytosis inh, Measles CPE, Yeast life ext, MRP1 act, PTEN del growth, E-sel TNF inh, NPY-Y2 antag
C/C(=N\NS(=O)(=O)c1ccc(C)cc1)c1ccc(Br)s1
    -20, -5, 95, -1, 5, 3, -0.2, 94, -12, 6
O=C(CSc1nnc(Cc2cccs2)n1CCc1ccccc1)N1CCCc2ccccc21
    -26, 12, 63, 2, 10, -5, -1.0, 52, 4, 13
Cc1ccccc1Cn1c([N+](=O)[O-])cnc1C
    -61, 4, 99, 0, 21, -3, -0.4, 92, 27, -1
CC(=O)Nc1ccc(NC(=O)C(C)OC(=O)CNC(=O)c2sc3ccccc3c2Cl)cc1 (configuration not stated)
    -42, 6, 94, -8, 11, -3, 1.6, 100, ·, 11
CC(=O)Nc1ccc(OCC(=O)c2cc(C)ccc2C)cc1
    -39, -6, 88, 1, 10, -18, 0.1, 107, -5, 0
COc1ccc(-c2noc(CCN3C(=O)c4ccccc4C3=O)n2)cc1OC
    -25, 2, 111, -1, 8, -5, 2.5, 102, -10, 3
Cc1ccc(S(=O)(=O)N2CCC(C(=O)N[C@@H](C)C(=O)NCC3CCCO3)CC2)cc1 (some centres not stated)
    12, 15, 95, 0, 3, -7, 0.4, 97, -33, 1
CC(=O)Nc1cccc(-c2nnc(SCC(=O)N3CCCCC3)n2C)c1
    -10, 6, 82, ·, 4, -4, -3.0, 100, -23, 6
CCn1c(SCC(=O)c2ccc(C)cc2)nnc1-c1ccncc1
    -16, -12, 101, 0, 7, -4, 1.1, 99, 3, 4
Cc1ccc(NC(=S)/N=C(\N)Nc2nc(C)c3cc(C)ccc3n2)c(C)c1
    -48, -5, 44, -9, 7, 0, -3.4, 34, ·, 18*
COc1ccc(C(=O)Nc2ccc(Cl)cc2C(=O)NCCO)cc1
    -15, -3, 106, -1, 13, -16, -0.2, 105, 4, 0
CCC(=O)Nc1cccc(NC(=O)c2ccc3c(c2)OCCO3)c1
    -71, ·, 88, 4, 16, -13, -0.5, 78, ·, ·
O=C(NCc1cccs1)c1cc2c(s1)CS(=O)(=O)C2
    -51, 7, 94, -1, 6, -7, -1.1, 102, -8, 1
O=C(c1ccc(Cl)c(S(=O)(=O)N2CCc3ccccc3C2)c1)N1CCN(c2ccccc2)CC1
    19, 1, 97, -7, 15, 2, 0.7, 105, 5, 6
CCCNC(=S)Nc1ccc(Cl)cc1Cl
    -17, 9, 69, -5, 29, -2, -0.6, 83, ·, 2
CCc1ccccc1N1CC23C=CC(O2)C(C(=O)OC)C3C1=O (configuration not stated)
    -10, -9, 93, 1, 28, -2, -2.5, 91, ·, -3
COc1ccc(CNC(=O)C(C)OC(=O)C23CC4CC(CC(O)(C4)C2)C3)cc1 (configuration not stated)
    -47, 3, 96, 4, 8, -1, -0.6, 98, -20, 4
O=C(CSc1nnc(-c2ccc(O)cc2)n1Cc1ccccc1)NNC(=O)c1ccc(Br)cc1
    -15, 3, 98, -6, 5, 0, 0.5, 106, ·, 1
COc1ccc(CNC(=O)OCCN2CCN(Cc3ccccc3)CCC2=O)cc1
    -12, 3, 100, ·, 12, -1, 0.8, 99, -19, 3
CCn1c(NC(=O)c2ccccc2)c(-c2cccs2)c(=O)c2ccccc21
    2, 3, 110, 1, 24, -4, -0.9, 93, 12, 0

Every second line gives: Yeast growth inh, GALR2 antag, HCT116 bCat-KO, Phagocytosis inh, Measles CPE, Yeast life ext, MRP1 act, PTEN del growth, E-sel TNF inh, NPY-Y2 antag
O=c1c2ccccc2nc(-c2ccccc2)n1/N=C/c1ccc([N+](=O)[O-])cc1
    -25, -10, 76, -4, 13, -5, -4.8, 70, ·, 1
CCOc1ccc(/C=N/NC(=O)C(C)N(c2ccc(OC)cc2)S(C)(=O)=O)cc1 (configuration not stated)
    3, -6, 93, -3, 3, -7, -0.6, 92, -20, 1
O=S(=O)(c1ccccc1)n1nc(-c2ccccc2)nc1NCc1ccco1
    -31, -22, 84, -2, 15, -2, -0.7, 80, ·, 10
Cc1ccc(C)c2[nH]c(=O)c(CCNC(=O)c3cccs3)cc12
    -26, -8, 95, ·, 10, 0, -2.9, 85, 2, 2
COc1ccc(OC)c(NC(=O)C(=O)/C=C(\O)c2cc(OC)ccc2OC)c1
    -19, -17, 96, 0, 10, -6, -2.4, 110, 3, 1
COc1ccc2nc(NC(=O)CSC3=NCCS3)sc2c1
    -13, 8, 73, -1, 3, -19, -5.8, 78, 100*, 0
Cc1ccc(NC(=O)CSc2nnc(-c3ccc(S(=O)(=O)N4CCOCC4)cc3)n2C)cc1
    -76, 2, 99, ·, 25, -11, -0.8, 109, -22, 4
CC(C)(C)c1ccc(C2(C)NC(=O)N(CC(=O)Nc3ccc4c(c3)OCO4)C2=O)cc1 (configuration not stated)
    -40, -10, 53, -1, 29, 8, 2.3, 62, 12, -1
O=c1[nH]c(CN2CCN(C/C=C/c3ccccc3)CC2)nc2cc(Cl)ccc12
    -37, -3, 50, 0, 7, -8, -2.5, 53, 12, 4
COc1cc(CNC2CCCCCCC2)cc(Br)c1OCC#N
    -31, 1, 53, -2, 2, -7, -4.0, 54, 9, 15
O=C(Cc1cccs1)NCc1cccnc1
    -48, -2, 84, -3, 5, -15, -4.5, 93, -9, -2
COCCn1c(C)cc(C(=O)CSc2nc3ccccc3s2)c1C
    -21, 0, 78, -3, 5, 3, -1.3, 83, 0, 6
CCCOc1ccc(N2C(=O)CC(N3CCN(S(=O)(=O)c4ccccc4)CC3)C2=O)cc1 (configuration not stated)
    7, 1, 92, 0, 4, -12, -0.2, 97, -2, 4
O=C(Nc1nnc(-c2ccc(Cl)cc2)o1)c1ccccc1Br
    -45, 1, 54, 0, 3, -6, -0.9, 76, ·, 14
O=C(OCCNC(=O)c1cc2ccccc2oc1=O)c1cccnc1
    -40, 7, 82, -2, 11, -9, -1.3, 94, ·, 1
COc1ccc(NC(=O)COC(=O)[C@@H]2CCCN2C(=O)c2cccs2)c(OC)c1
    -72, 11, 99, -1, 2, -7, 0.1, 104, -2, 2
Fc1ccc2[nH]c3c(N4CCSCC4)ncnc3c2c1
    -27, 23, 5.0*, 0, 26, -21, -2.4, 9, ·, 3
O=C(NC1CC2CCC(C1)N2Cc1nnnn1Cc1ccco1)NC12CC3CC(CC(C3)C1)C2 (configuration not stated)
    -30, -5, 86, -2, 25, -4, 1.8, 83, -19, -1
NNC(=O)COc1ncn(-c2ccccc2)n1
    -22, -9, 98, 0, 20, -2, -0.4, 98, ·, 2
